ROMK primary – modulators of human ROMK potassium channel; P48048; Tet-inducible ROMK, thallium flux fluorescence; actives lie on both sides; B-score at 10 µM; 2% of 130,000 active; AID 1918;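 active = signal ratio slope over the read window, or its plate-corrected B-score, at least 3 SD from the plate mean, either direction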;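 note: B-score of the F/F0 ratio slope over 7 to 12 s after thallium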
Target sequence (P48048 whole entry, looked up): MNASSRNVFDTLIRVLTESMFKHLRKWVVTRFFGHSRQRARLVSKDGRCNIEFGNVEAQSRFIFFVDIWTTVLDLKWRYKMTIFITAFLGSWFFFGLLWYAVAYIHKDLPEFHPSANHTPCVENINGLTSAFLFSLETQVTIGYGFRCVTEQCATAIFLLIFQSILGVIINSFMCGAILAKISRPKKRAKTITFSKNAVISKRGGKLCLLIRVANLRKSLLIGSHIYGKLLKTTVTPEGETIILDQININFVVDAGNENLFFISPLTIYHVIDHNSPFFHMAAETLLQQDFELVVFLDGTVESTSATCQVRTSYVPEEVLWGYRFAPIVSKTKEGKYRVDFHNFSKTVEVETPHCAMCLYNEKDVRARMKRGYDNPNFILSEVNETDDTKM
DTT redox prof – compounds producing H2O2 with reducing agent – biochemical, NIH compound library profiling, artefact control for MLSCN library redox annotation, primary screen. activation, % at 10 µM. 0.03% of 200,000 active. DTT-dependent redox cycling H2O2, phenol red/HRP absorbance; 100% = 100 µM peroxide control, 0% = buffer. AID 878;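 active = activation of at least 50% relative to the plate's high and low controls in the primary single-dose screen; inactive = activation below 50%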;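 note: compound incubated with DTT at 0.8 mM final as the reducing agent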
TLR4 MyD88 comp – TLR4-MyD88 interaction inhibition in cells; O00206+Q99836; HeLa CL3-4 TLR4/MyD88 BLA complementation, FRET ratio; inhibition, % at 8.4 µM; 0.18% of 200,000 active; AID 861; in the data active = inhibition above about 25%;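 note: 0% = vehicle and 100% = reference inhibitor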
bIAP inhibitor – blocks bovine intestinal alkaline phosphatase activity; purified bovine IAP, CDP-star luminescence, 30 min; inhibition, % at 20 µM; 190,000 tested, under 10 active; AID 1019;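 active = over 50% inhibition of intestinal alkaline phosphatase at 20 µM in the single-dose screen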
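Incubation: 30 min reaction at room temperature / Material: purified bovine intestinal alkaline phosphatase (IAP) enzyme / Input: enzyme at 1/65,000,000 dilution / Dosing: 20 µM single dose / Signal: CDP-star luminescence signal / Reagent: CDP-star chemiluminescent phosphatase substrate, 30 µM final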
bIAP activator – intestinal alkaline phosphatase (bovine) activation. purified bovine IAP, CDP-star luminescence, 30 min; hits give high values; fold of DMSO-control signal, blank-subtracted. activation factor at 20 µM. 0.17% of 200,000 active;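 active = activation factor of 2 or more at 20 µM, a signal rise over negative controls twice the positive control's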
Lmaj promast – reduces viability of Leishmania major promastigotes. resazurin fluorescence viability. inhibition, % at 10 µM. 9% of 200,000 active; in the data active = inhibition above about 50%;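 note: promastigotes grown with compound for 44 hours at 28 °C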
PPARg SRC1 recr – PPARgamma-driven SRC-1 recruitment agonism; PPARgamma-SRC-1 coactivator recruitment biochemical assay; activation, % at 8 µM; 0.41% of 200,000 active; AID 631; in the data active = activation above about 19%;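 note: 0% = DMSO and 100% = reference agonist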
SRC2 TRFRET art – TR-FRET artefact, counter-screen to PPARgamma/SRC-2 agonist assay; hits give high values; TR-FRET ratio at 8 µM; 0.4% of 200,000 active; in the data active = TR-FRET ratio above about 2000; note: inactives centre near 1500; reference of the scale not given here
PPARg SRC2 recr – agonists of SRC-2 recruitment by human PPARgamma | activation, % at 8 µM | AID 1032 | P37231 | PPARgamma LBD-SRC-2 recruitment, biochemical | 0.34% of 200,000 active; in the data active = activation above about 22%;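 note: 0% = vehicle and 100% = reference agonist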
PPARg SRC-3 ag – promotes SRC-3 coactivator recruitment by human PPARgamma; P37231; biochemical PPARgamma/SRC-3 coactivator recruitment assay; activation, % at 8 µM; 0.26% of 200,000 active; in the data active = activation above about 23%;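 note: 0% = DMSO and 100% = reference agonist; some compounds past the cut are filed as inactive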
S1P3 antagonist – blocks the human S1P3 receptor; Q99500; CHO S1P3 NFAT-BLA reporter, FRET fluorescence, antagonist mode; AID 485; inhibition, % at 4.98 µM; 0.27% of 170,000 active;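 active = inhibition above the plate cutoff, the mean inhibition of test wells on that plate plus 3 SD, cut at about 28% in these data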;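 note: cells challenged with S1P at its EC80 of 0.8 µM; blue over green emission ratio from cleaved BLA substrate after 4 h stimulation; 0% = S1P-stimulated wells and 100% = unstimulated DMSO-only wells; some compounds past the cut are filed as inactive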
Target sequence (Q99500 whole entry, looked up): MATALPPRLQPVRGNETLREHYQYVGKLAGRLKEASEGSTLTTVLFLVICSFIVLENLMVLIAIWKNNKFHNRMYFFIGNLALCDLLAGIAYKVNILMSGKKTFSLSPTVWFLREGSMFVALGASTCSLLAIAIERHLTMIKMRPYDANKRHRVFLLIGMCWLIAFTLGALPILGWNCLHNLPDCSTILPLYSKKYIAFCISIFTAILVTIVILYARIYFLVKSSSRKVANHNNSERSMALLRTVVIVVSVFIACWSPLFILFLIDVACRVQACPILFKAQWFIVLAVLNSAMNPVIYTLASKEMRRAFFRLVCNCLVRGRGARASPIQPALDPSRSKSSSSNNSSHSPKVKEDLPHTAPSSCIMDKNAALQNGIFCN
An asterisk follows results filed as active; . = not tested or not shown.

SMILES	ROMK primary	DTT redox prof	TLR4 MyD88 comp	bIAP inhibitor	bIAP activator	Lmaj promast	PPARg SRC1 recr	SRC2 TRFRET art	PPARg SRC2 recr	PPARg SRC-3 ag	S1P3 antagonist
Cc1nn(C(C)C)c(C)c1CN1CCCC(CCC(=O)NCc2ccccc2F)C1 (stereo not drawn)	0.53	-0.6	3	-12	1.1	9	3	1582	0	0	14
O=C(Nc1ccc(F)cc1F)c1csc(-c2ccccc2)n1	-0.87	-0.9	7	-4	1	1	4	1511	3	3	-14
COc1cccc(/C=N/n2c(=O)[nH]c3ccccc32)c1OC	-0.11	-0.4	0	11	0.9	-10	7	1523	6	4	-1
CC(=O)Nc1ccc(-c2csc(Nc3cccc(C)n3)n2)cc1	0.19	-0.6	3	4	1	79*	1	1728	6	4	7
Cc1cc(C)nc(SCC(=O)NNC(=O)c2ccccc2C)n1	0.68	-0.3	-4	-27	1.3	-5	8	1754	12	5	-8
O=C(NC(=S)Nc1ccc(O)cc1)c1ccccc1Cl	-1.3e-05	-0.4	4	-29	1.3	5	6	1752	9	2	-20
Cc1ccc(C(=O)C2=C(O)C(=O)N(CCCn3ccnc3)C2c2ccc(OC(C)C)cc2)o1 (stereo not drawn)	.	2.1	0	-11	1.1	-8	14	2124*	28*	26*	-8
O=C(O)c1ccc(CSc2nc(-c3ccccc3)cc(C(F)(F)F)n2)cc1	1.1	-0.2	-6	-12	1.1	-8	2	1630	5	4	3
CCCCS(=O)c1snnc1C (stereo not drawn)	-0.32	-0.7	-8	-11	1.1	-4	5	1570	6	3	-1
CCN(CC)CCC(C)OC(c1ccccc1)c1ccccc1 (stereo not drawn)	-1.8	-0.4	.	-4	1	100*	4	1466	-2	1	3
CCCCOC(=O)/C(=C/c1cn(C)c2ccccc12)NC(=O)c1ccc(OC)cc1	0.3	-0.4	-3	-19	1.2	8	5	1584	-1	3	6
Cc1n[nH]c(C)c1N=Nc1cc(Cl)ccc1Cl	.	2.0	-1	2	1	3	9	1554	1	12	.
Cc1c(CC(=O)O)c(=O)oc2cc(OCc3nn[nH]n3)ccc12	.	-7.5	-23	7	0.9	-6	0	1560	3	2	.
C/C(=N\NC(=S)NC(C)C)c1ccco1	-0.49	-1.4	5	-12	1.1	8	-4	1403	-3	-8	0
CCOC(=O)c1cc(-c2ccc(N3CCOCC3)cc2)nn1-c1ccc(F)cc1F	-0.027	-0.7	6	7	0.9	27	1	1522	9	6	-1
CN(C)S(=O)(=O)c1ccc2c(c1)nc(CCC(=O)O)n2C	-0.34	-0.5	16	-40	1.4	-3	0	1535	-1	-4	8
[O-][n+]1ccc(C2CC2)cc1	0.79	0.8	-7	12	0.9	-5	7	1632	-6	12	-18
O=c1oc2cc(O)ccc2c2ccccc12	-0.82	-0.2	-7	10	0.9	-7	28*	2392*	47*	60*	.
CCOC(=O)C1CCCN(C(=O)/C=C/c2ccc(OC)cc2)C1 (stereo not drawn)	0.19	-0.4	4	-4	1	7	-12	1416	-6	-1	5
CC(C)[C@H](NC(=O)c1ccccc1)C(=O)O	0.97	-0.6	-8	15	0.8	2	13	1515	-3	1	-16
NS(=O)(=O)c1ccc(NC(=S)Nc2cc(Cl)c(Cl)cc2Cl)cc1	0.8	0.1	5	9	0.9	47	2	1634	-1	0	-12
CN1CCC(N(C)C(=O)c2sc3cc(F)ccc3c2Cl)CC1	-0.25	-2.8	-1	0	1	90*	-1	1523	3	2	3
O=C(NCc1ccccn1)Nc1cccc(Cl)c1	.	-2.8	8	17	0.8	-6	2	1465	0	-4	-5
c1ccc2sc(NCC3CCCO3)nc2c1 (stereo not drawn)	0.35	-2.2	0	-2	1	2	-6	1468	-3	-1	-9
C=CCn1c(SCC(=O)Nc2cccc3ccccc23)nnc1-c1cnccn1	.	1.0	-6	-4	1	33	3	1573	1	8	.
Later entries.
SMILES	ROMK primary	DTT redox prof	TLR4 MyD88 comp	bIAP inhibitor	bIAP activator	Lmaj promast	PPARg SRC1 recr	SRC2 TRFRET art	PPARg SRC2 recr	PPARg SRC-3 ag	S1P3 antagonist
Cc1cccc(NC(=O)C2CC(=O)N/C(=N/N=C/c3ccco3)S2)c1 (stereo not drawn)	.	0.1	12	9	0.9	1	-8	1626	-5	2	5
COC(=O)c1c(NC(=S)Nc2ccccc2Cl)sc(C)c1C	.	-3.0	6	31	0.7	-4	22*	2012*	31*	38*	.
CCCCNC(=O)CCc1c(C)nc2nc(-c3cc(OC)cc(OC)c3)nn2c1C	0.7	0.0	-12	2	1	-2	3	1503	7	2	.
Cc1nc2sc(C(=O)c3ccccc3)c(N)c2c2c1CCCC2	0.23	-0.1	16	0	1	11	7	1528	3	2	27
O=C(O)c1ccc(-c2cccc(Cl)c2)o1	.	-1.0	-7	.	.	-8	5	1738	1	8	.
O=C(Nc1ccc(N2CCN(C(=O)c3ccccc3)CC2)cc1)c1ccc2c(c1)OCO2	.	1.5	-5	6	0.9	-2	13	1514	15	17	.
COc1ccc(C(=O)NNC(=O)C(C)NC(=O)c2ccccc2NC(=O)c2ccco2)cc1 (stereo not drawn)	-0.28	-0.5	5	.	0.4	-7	-8	1645	12	2	2
CCOc1ccccc1C(=O)NC1CCN(Cc2nnnn2C2CCCC2)CC1	-0.59	-1.6	-4	16	0.8	0	-6	1457	1	-1	.
CN1CCN(C(=S)NC(=O)/C=C/c2ccccc2)CC1	-0.51	0.3	7	17	0.8	-1	-6	1542	3	1	.
CC(C)(C)NC(=O)Cn1c(-c2nonc2N)nc2ccccc21	0.79	0.1	-3	3	1	0	3	1565	6	4	.
Cc1cccn2c(CN(C)C3CCOC3)c(C(=O)N3CCCCC3)nc12 (stereo not drawn)	1.1	0.6	-7	-5	1.1	-7	6	1569	1	4	1
CCC(C)N(C(=O)COC(=O)C1C(C(=O)OC)=C(C)NC(C)=C1C(=O)OC)C1CCS(=O)(=O)C1 (stereo not drawn)	-0.00028	-1.2	0	-18	1.2	-3	2	1346	-3	6	-3
NC(=O)CSc1nc2ccccc2c(=O)n1Cc1ccco1	.	0.7	1	.	0.2	24	6	1611	2	-5	.
CC1=C(C(=O)OCC(C)C)C23C(=O)c4ccccc4C2(O1)OC(N)=C3C#N (stereo not drawn)	.	1.8	-1	13	0.9	22	1	1674	8	0	-1
CSCCC(Nc1ncnc2ccc(Br)cc12)C(=O)O (stereo not drawn)	.	-0.6	5	-2	1	-4	4	1874	14	23	-43
C/C=C/C(=O)Nc1cccc(C(F)(F)F)c1	0.49	-0.6	-14	19	0.8	50	13	1690	4	6	-20
O=C1NC(=S)S/C1=C\c1ccc(SCc2ccccc2)o1	1.2	-0.4	-5	16	0.8	1	0	1724	20	9	-15
CCCCn1nnnc1SCC(=O)Nc1sc2c(c1C#N)CCCC2	-0.45	3.7	7	10	0.9	-2	5	1771	2	9	15
Brc1ccc(-c2nnc3sc(CN4CCN(c5ccccc5)CC4)cn23)cc1	.	-0.2	13	9	0.9	-4	10	1479	-1	-3	12
CN1C=CC=C/C1=C1\SC(=S)N(N)C1=O	1.8	-0.8	0	17	0.8	0	15	1832	7	3	-5
CCOC(=O)c1ccc(NC(=O)CSc2ncccn2)cc1	.	2.0	-2	14	0.9	0	-6	1425	-1	0	17
Cc1onc(-c2ccccc2Cl)c1C(=O)Nc1ncn[nH]1	0.54	-0.6	-20	0	1	0	3	1597	-9	6	-10
O=C(O)c1cnccn1	.	0.6	-2	10	0.9	12	6	1485	4	-1	0
CCc1noc(C)c1C(=O)Nc1nc(-c2cc(C)ccc2C)c(C)s1	.	-6.6	-6	-1	1	9	0	1622	11	0	.
Cc1c(O)ccoc1=O	.	0.4	-14	-5	1.1	-7	-6	1418	-11	-2	-11
Following part:
SMILES	ROMK primary	DTT redox prof	TLR4 MyD88 comp	bIAP inhibitor	bIAP activator	Lmaj promast	PPARg SRC1 recr	SRC2 TRFRET art	PPARg SRC2 recr	PPARg SRC-3 ag	S1P3 antagonist
CCOC(=O)c1cccc(NC(=O)c2cnccn2)c1	.	1.6	-7	1	1	14	4	1411	4	-11	-6
O=C(COc1ccccc1)NCCSc1ccccc1	.	-0.4	14	8	0.9	-1	3	1420	-10	1	.
COc1ccc(C2NCCc3sccc32)cc1 (stereo not drawn)	-0.61	-2.0	-1	14	0.9	0	10	1677	6	2	14
CCCCOC(=O)c1ccc(NC(=O)CSC2=Nc3ccccc3C3CC=NN23)cc1 (stereo not drawn)	-0.13	0.9	11	8	0.9	99*	5	1490	4	1	.
Fc1ccc(Nc2c(-c3ccco3)nc3ccccn23)cc1	.	0.0	0	15	0.8	66*	-1	1405	0	1	4
Cc1noc(C)c1COC(=O)c1cccnc1Cl	0.51	-1.9	2	-8	1.1	-13	3	1764	-1	1	-16
Cc1noc(C)c1COC(=O)C1CCN(C(=O)c2ccc(Cl)cc2)CC1	-0.012	-0.7	-5	-30	1.3	2	1	1593	8	4	-9
COc1ccc2c(Cl)c(C(N)=O)sc2c1	.	0.5	-9	18	0.8	-7	33*	2210*	37*	19	28
COCCNC(=O)C(c1ccco1)N(C(=O)Cn1nnc2ccccc21)c1cccc(C)c1C (stereo not drawn)	.	2.8	3	4	1	-5	0	1522	10	11	8
O=C(COc1ccccc1-c1ccccc1)NCc1cccc(Cl)c1	.	0.0	-9	3	1	17	11	1701	13	-2	0
Cc1onc(-c2ccccc2)c1C(=O)Nc1ccccc1N1CCOCC1	.	-0.6	-2	2	1	69*	-3	1378	0	-3	24
CCO[C@@H]1OC(C(=O)N2CCN(Cc3ccc4c(c3)OCO4)CC2)=C[C@H](C)[C@H]1CCCO	.	0.8	-7	-23	1.2	8	-6	1613	7	-2	11
CCSc1nc2sc3c(c2c(=O)n1CC)CC(C)(C)OC3	.	-6.0	-18	8	0.9	0	2	1701	5	4	.
Cc1cccc(OCC(=O)Nc2ccc(C(=O)c3ccc(C(=O)O)cc3)cc2)c1	-0.73	-0.6	-5	-5	1.1	-7	-7	1675	2	6	5
Cc1oc(C(=O)O)cc1COc1ccc2c3c(c(=O)oc2c1)CCC3	.	0.2	6	0	1	-8	7	1508	6	5	.
CCOc1ccc(Br)cc1S(=O)(=O)Nc1nc(CN2CCOCC2)nc2sc(C)c(C)c12	.	0.2	-9	4	1	0	7	1515	7	8	.
O=S(=O)(Nc1ccc2c(c1)OCCO2)c1ccc(F)cc1	0.63	-0.1	6	8	0.9	-10	5	1647	2	-5	.
Cc1ccc(Cl)cc1N1CCN(C(=O)Cn2ccc3ccccc3c2=O)CC1	-3.6*	-1.2	6	4	1	-3	2	1743	-1	-10	-17

Part of the list above, limited to PPARg SRC-3 ag.
| molecule | PPARg SRC-3 ag |
| --- | --- |
| COc1ccc(C2NCCc3sccc32)cc1 (stereo not drawn) | 2 |
| CCCCOC(=O)c1ccc(NC(=O)CSC2=Nc3ccccc3C3CC=NN23)cc1 (stereo not drawn) | 1 |
| Fc1ccc(Nc2c(-c3ccco3)nc3ccccn23)cc1 | 1 |
| Cc1noc(C)c1COC(=O)c1cccnc1Cl | 1 |

Screening data as filed in PubChem.
